Mac1 fbg inh – inhibitors of CD11b/CD18 adhesion to fibrinogen, primary screen, K562 cells, luminescence; actives 0.54% (n = 93,000); AID 1497, 2009; inhibition, % at 10 µM; ATPlite luminescence; Mn2+ added to activate the integrin; Integrin beta-2 (Homo sapiens) + Integrin alpha-M (Homo sapiens), P05107+P11215;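 active means primary inhibition of 50% or more at 10 µM, then 40% or more on retest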; further: some results filed as inactive read as strong as hits
CYP2C19 inh – blockers of cytochrome P450 2C19 activity – biochemical, luminescence, ADME assay, primary screen | P33261 | CYP2C19 Supersomes, luciferin-H EGE luminescence, 30 min | inhibition, % at 5 µM | actives 21% (n = 96,000) | AID 778, 2007;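 active means CYP2C19 inhibition above a set limit at 5 µM in the primary screen, cut at about 50% in these data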;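 further: plate controls were negative control wells for no effect and 2.5 mM tranylcypromine positive control for full effect; values of inactives mirror those of a sister screen read the other way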
PTK2B oligo ant – antagonists of Pyk2 self-association, primary screen, Q293 cells, FERM NanoBiT luminescence, HTS; Protein-tyrosine kinase 2-beta (Homo sapiens), Q14289; active compounds read low; z-score (the deposit names both 25 µM and 10 µM); actives 0.83% (n = 99,000); AID 1347419, 2020;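 active means Z-score of -3 or lower, scaled per plate to the spread of control and sample wells; inactive means z-score above -3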;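 further: negative z-score means lost luminescence so less FERM oligomerization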
CYP2C9 act – human CYP2C9 activators, primary screen, biochemical, luminescence; actives 1.4% (n = 96,000); activation factor at 5 µM; recombinant CYP2C9, luciferin-H conversion; active compounds read high; factor 1 = untreated enzyme, 0 = blocked;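 active means activation factor of 2 or more for CYP2C9 at a 5 µM dose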;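 further: 0 = sulfaphenazole-blocked wells and 1 = vehicle-only wells; values of inactives mirror those of a sister screen read the other way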
Target sequence (P11712 whole entry, looked up): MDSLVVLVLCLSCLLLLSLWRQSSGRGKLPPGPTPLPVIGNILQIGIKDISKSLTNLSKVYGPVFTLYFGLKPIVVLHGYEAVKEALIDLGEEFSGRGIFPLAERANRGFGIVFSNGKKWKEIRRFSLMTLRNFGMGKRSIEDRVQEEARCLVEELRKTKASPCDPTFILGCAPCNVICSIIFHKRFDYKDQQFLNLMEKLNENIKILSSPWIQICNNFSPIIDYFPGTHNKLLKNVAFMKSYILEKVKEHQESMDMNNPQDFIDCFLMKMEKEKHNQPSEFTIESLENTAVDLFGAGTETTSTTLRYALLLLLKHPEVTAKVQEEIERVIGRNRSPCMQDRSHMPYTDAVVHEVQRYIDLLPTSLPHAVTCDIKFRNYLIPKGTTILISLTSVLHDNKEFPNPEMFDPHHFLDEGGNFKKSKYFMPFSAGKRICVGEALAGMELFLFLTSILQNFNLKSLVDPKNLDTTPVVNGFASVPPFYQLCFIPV
PLAP act – PLAP enzyme activators, biochemical, luminescence, HTS; AID 696, 2007; actives 1.2% (n = 96,000); purified PLAP enzyme, luminescent substrate read-out; active compounds read high; activation fold at 20 µM; in the data active means activation fold above about 2
Target sequence (P05187 whole entry, looked up): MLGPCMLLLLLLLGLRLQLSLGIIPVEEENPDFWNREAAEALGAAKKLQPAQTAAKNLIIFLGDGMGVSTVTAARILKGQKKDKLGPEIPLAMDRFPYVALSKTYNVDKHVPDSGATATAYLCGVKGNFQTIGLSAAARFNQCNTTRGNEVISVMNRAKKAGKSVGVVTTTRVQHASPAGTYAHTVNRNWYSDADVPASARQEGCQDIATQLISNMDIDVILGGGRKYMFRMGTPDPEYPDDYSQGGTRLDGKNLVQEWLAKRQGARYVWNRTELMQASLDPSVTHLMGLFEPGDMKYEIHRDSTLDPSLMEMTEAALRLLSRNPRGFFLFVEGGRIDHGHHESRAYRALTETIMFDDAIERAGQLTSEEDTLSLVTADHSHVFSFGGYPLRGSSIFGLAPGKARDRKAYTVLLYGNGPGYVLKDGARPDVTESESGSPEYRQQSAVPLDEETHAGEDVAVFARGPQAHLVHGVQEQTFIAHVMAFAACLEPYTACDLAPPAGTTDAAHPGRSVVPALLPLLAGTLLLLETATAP
CYP2C19 act – human CYP2C19 activators, primary screen, biochemical, luminescence; Cytochrome P450 2C19 (Homo sapiens), P33261; recombinant CYP2C19, luciferin-H EGE luminescence; active compounds read high; 0 = fully inhibited enzyme, 1 = untreated enzyme; activation factor at 5 µM; 96,000 tested, under 10 active;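 active means activation factor of at least 2 at 5 µM in the primary screen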;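 further: 0 = wells with 2.5 mM tranylcypromine and 1 = vehicle-only wells; values of inactives mirror those of a sister screen read the other way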
MT1-MMP txn act – MT1-MMP promoter reporter activation – cell-based, luciferase luminescence, primary screen; actives 0.16% (n = 86,000); activation factor at 10 µM; HT1080 MT1-MMP promoter luciferase reporter, overnight; active compounds read high;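 active means activation factor of at least 2 for MT1-MMP transcription at 10 µM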
CYP2C9 inh – blockers of cytochrome P450 2C9 activity – biochemical, luminescence, ADME assay, primary screen; P11712; AID 777, 2007; inhibition, % at 5 µM; CYP2C9 Supersomes, luciferin-H conversion; actives 20% (n = 96,000);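 active means blocking of liver enzyme CYP2C9 beyond about 50% at 5 µM, limit read from the data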; further: values of inactives mirror those of a sister screen read the other way
CD11b adhes enh – enhancers of CD11b/CD18 adhesion to fibrinogen, primary screen, K562 cells, luminescence. actives 0.07% (n = 93,000). ATPlite luminescence. Integrin beta-2 (Homo sapiens) + Integrin alpha-M (Homo sapiens), P05107+P11215. activation, % at 10 µM;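 active means 10 µM primary screen giving 50% or more activity, confirmed by 40% or more on retest at that dose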; further: strong numbers were not always called active; reference of the scale not given here
Active calls of the source: *; . = not tested or not shown. Outcome played no part in choosing rows. About 31% of those tested had a hit in this group.

Compound | Mac1 fbg inh | CYP2C19 inh | PTK2B oligo ant | CYP2C9 act | PLAP act | CYP2C19 act | MT1-MMP txn act | CYP2C9 inh | CD11b adhes enh
Cc1c(CCO)c(=O)n(-c2ccccc2)n1S(=O)(=O)c1ccc(Cl)cc1 | 2 | 70* | -0.03 | 0.5 | 1.6 | 0.3 | . | 47 | -5
CCOC(=O)C1CCN(c2ncnc3c2oc2ccc(Cl)cc23)CC1 | 3 | 80* | 1.7 | 0.5 | 1.5 | 0.2 | 1 | 53* | 0
c1ccc(-c2nc3ccccc3nc2-c2ccccn2)nc1 | 0 | -16 | -1.2 | 1.2 | 1.4 | 1.2 | 1.1 | -16 | 0
Cc1cc(C)n(-c2nc(-n3nc(C)cc3C)c3c4c(sc3n2)COC(C)(C)C4)n1 | 6 | 72* | . | 0.6 | 1.5 | 0.3 | 1.4 | 38 | 0
COC1(OC)N=C(N)C2(C#N)C(c3ccc4c(c3)OCO4)C12C#N (centres undefined) | -7 | 17 | 0.28 | 1.1 | 1.1 | 0.8 | 0.8 | -11 | 4
O=C(NCc1cccnc1)C1CCCN(Cc2cnn(-c3ccccc3)c2-n2cccc2)C1 (centres undefined) | -18 | 22 | 0.13 | 0.6 | 1.4 | 0.8 | 0.9 | 45 | -3
O=C(NCc1ccco1)C1CCCN(S(=O)(=O)c2ccc(Cl)cc2)C1 (centres undefined) | 8 | 22 | -0.13 | 1.4 | 0.7 | 0.8 | . | -38 | -9
Brc1ccc(-c2nc(-c3ccncc3)no2)o1 | -17 | 91* | 0.58 | 0.5 | 0.8 | 0.1 | 1.4 | 48 | 7
O=C(O)C1=C(C(=O)Nc2ccc(F)c(Cl)c2)CCCC1 | 4 | -6 | 0.16 | 1.1 | 1.2 | 1.1 | 1.2 | -15 | -1
COc1ccc(C2C3=C(CC(c4ccco4)CC3=O)Nc3ccccc3N2C(C)=O)cc1 (centres undefined) | -10 | 48 | -1.2 | 0.2 | 1.6 | 0.5 | 1.3 | 81* | 5
O=C(OCC#CCSc1nnc(-c2ccc(Br)cc2)o1)c1ccco1 | -5 | 14 | 0.51 | 0.6 | 0.9 | 0.9 | 1 | 44 | 0
CC(C)n1nnnc1SCC(=O)N1CCOCC1 | -10 | 5 | 2.2 | 1 | 1 | 1 | 1.2 | 0 | -4
COc1cccc(C2C(=O)N(C3CCCCC3)CC(=O)N2Cc2ccc(F)cc2)c1 (centres undefined) | 3 | 47 | -0.39 | 0.5 | 1 | 0.5 | 1.1 | 46 | -4
N#Cc1c(N)c(C(=O)c2ccc(Br)cc2)n2c1CCC2 | -16 | -3 | 1 | 1 | 0.9 | 1 | 1.1 | 2 | -2
CCCCN(C)S(=O)(=O)c1cc(Br)cc2c1N(C(=O)C1CC1)CC2 | 12 | 86* | -0.46 | 0.8 | 1.3 | 0.1 | 1.2 | 18 | -1
COc1ccc(O)c(/C=N/NC(=O)c2ccc(OCc3cccc(Br)c3)cc2)c1 | . | 8 | 1.5 | 0.9 | 1 | 0.9 | . | 12 | .
CCOC(=O)/C(=N\Nc1cccc(C(F)(F)F)c1)N(CCOC)CCOC | -4 | 99* | 0.5 | 0.1 | 1.7 | 0 | . | 89* | 5
CCN(CC)C(=S)SCC(=O)c1ccc(F)cc1 | . | -6 | -0.94 | 1.4 | 1 | 1.1 | . | -41 | .
CN(O)/C=C1\C(=O)Nc2ccccc21 | -6 | 12 | -0.83 | 0.8 | 0.9 | 0.9 | . | 23 | -1
Cc1ccc(C(=O)N(CC(=O)NC2CCCCC2)c2ccccc2C)s1 | . | 46 | -0.62 | 0.4 | 0.9 | 0.5 | . | 62* | .

Some of these compounds in order of count of non-hydrogen atoms, ascending.
Compound | Mac1 fbg inh | CYP2C19 inh | PTK2B oligo ant | CYP2C9 act | PLAP act | CYP2C19 act | MT1-MMP txn act | CYP2C9 inh | CD11b adhes enh
COC1(OC)N=C(N)C2(C#N)C(c3ccc4c(c3)OCO4)C12C#N (centres undefined) | -7 | 17 | 0.28 | 1.1 | 1.1 | 0.8 | 0.8 | -11 | 4
O=C(OCC#CCSc1nnc(-c2ccc(Br)cc2)o1)c1ccco1 | -5 | 14 | 0.51 | 0.6 | 0.9 | 0.9 | 1 | 44 | 0
COc1ccc(O)c(/C=N/NC(=O)c2ccc(OCc3cccc(Br)c3)cc2)c1 | . | 8 | 1.5 | 0.9 | 1 | 0.9 | . | 12 | .

Later entries.
Compound | Mac1 fbg inh | CYP2C19 inh | PTK2B oligo ant | CYP2C9 act | PLAP act | CYP2C19 act | MT1-MMP txn act | CYP2C9 inh | CD11b adhes enh
COc1ccc(C(=O)Oc2cc(/C=N/NS(=O)(=O)c3ccc(C)cc3)ccc2OC)cc1 | . | 5 | -0.04 | 0.7 | 0.9 | 1 | . | 30 | .
Cc1oc(-c2cccc(Cl)c2)nc1CN1CCC(C(=O)NCc2ccco2)CC1 | 6 | 13 | 0.36 | 0.8 | 1.6 | 0.9 | 1.3 | 20 | -1
CCCCC(=O)Nc1c(O)c2ccccc2[nH]c1=O | . | 14 | 0.3 | 0.9 | 1 | 0.9 | 1 | 7 | .
Oc1oc(-c2ccco2)nc1C=Nc1ccccc1 | -5 | 20 | 0.07 | 0.7 | 1 | 0.8 | 1.4 | 32 | -6
Cc1cc(C)nc(N2CCN(c3nnnn3-c3ccccc3)CC2)n1 | -18 | 45 | -0.64 | 0.1 | 1 | 0.6 | 1.2 | 85* | 6
Cc1cc(C(=O)N=Nc2c(O)n(C(C)C)c3ccccc23)n[nH]1 | -20 | 31 | -0.55 | 1.2 | 1.3 | 0.7 | . | -15 | -5
CCc1cc(C)cc(OCCNC(=O)c2cncc(Br)c2)c1 | 25 | 72* | 0.53 | 0.8 | 0.8 | 0.3 | . | 23 | 0
Cc1ccc(S(=O)(=O)N[C@H](C(=O)N2CCC(C(=O)NCC(=O)O)CC2)C(C)C)cc1 | -5 | 9 | 0.87 | 0.8 | 1 | 0.9 | 1.1 | 23 | 11
Cc1cccc(NC(=S)c2nc3ccccc3s2)c1 | 2 | 21 | -0.09 | 0.7 | 1 | 0.8 | . | 32 | -4
CCOC(=O)c1ccc(Nc2cc(C)nc3ncnn23)cc1 | 16 | 12 | -0.4 | 0.9 | 2* | 0.9 | 1.1 | 11 | -3
CC(=O)NC(c1ccccc1)c1nc2ccccc2[nH]1 (centres undefined) | 0 | 22 | 0.27 | 1 | 0.9 | 0.8 | 1.2 | 1 | 1
CC(c1ccco1)N(C(=O)Nc1ccc(Cl)cc1)c1ccccn1 (centres undefined) | 7 | 85* | -0.82 | 0.4 | 0.9 | 0.2 | 1.2 | 56* | 0
CCN1CCCC1CNC(=O)C(=O)Nc1ccccc1OC (centres undefined) | . | -4 | 0.63 | 1.1 | 0.9 | 1 | . | -6 | .
COc1cc(S(=O)(=O)N(Cc2ccc(C)cc2)C2CCCCC2)ccc1-n1cnnn1 | -2 | 86* | -0.79 | 0.2 | 1.5 | 0.1 | 1.1 | 84* | -1
O=C(CCNS(=O)(=O)c1ccc2c(c1)CCC(=O)N2)Nc1ccc2c(c1)OCCO2 | 2 | -13 | -0.04 | 0.9 | 1.1 | 1.1 | 1.4 | 11 | -7
OC(CN1CCN(c2ccccn2)CC1)Cn1c2ccccc2c2ccccc21 (centres undefined) | . | 57* | 0.12 | 0.5 | 1.5 | 0.4 | 1.2 | 54* | .
CO/N=C/NC(=O)c1c(OC)ccnc1Oc1cccc(C(F)(F)F)c1 | -12 | 58* | 0.12 | 0.9 | 1.2 | 0.4 | . | 9 | -1
COc1ccc(C)cc1NC(=O)CSc1nnc(-c2ccccn2)n1Cc1ccco1 | -4 | 45 | -0.89 | 0.6 | 1 | 0.6 | 1.2 | 41 | 0
CCn1nnc(NC(=O)c2cc3ccccc3o2)n1 | -15 | -2 | 1.7 | 0.9 | 0.8 | 1 | 1 | 10 | -5
COc1ccc(Nc2nc(NCCO)nc(OC)n2)cc1 | 5 | 9 | 1.6 | 0.6 | 1.2 | 0.9 | 1.2 | 42 | -5

6 compounds picked at random from those above:
Compound | Mac1 fbg inh | CYP2C19 inh | PTK2B oligo ant | CYP2C9 act | PLAP act | CYP2C19 act | MT1-MMP txn act | CYP2C9 inh | CD11b adhes enh
CCOC(=O)c1ccc(Nc2cc(C)nc3ncnn23)cc1 | 16 | 12 | -0.4 | 0.9 | 2* | 0.9 | 1.1 | 11 | -3
Cc1cc(C)nc(N2CCN(c3nnnn3-c3ccccc3)CC2)n1 | -18 | 45 | -0.64 | 0.1 | 1 | 0.6 | 1.2 | 85* | 6
O=C(CCNS(=O)(=O)c1ccc2c(c1)CCC(=O)N2)Nc1ccc2c(c1)OCCO2 | 2 | -13 | -0.04 | 0.9 | 1.1 | 1.1 | 1.4 | 11 | -7
CC(=O)NC(c1ccccc1)c1nc2ccccc2[nH]1 (centres undefined) | 0 | 22 | 0.27 | 1 | 0.9 | 0.8 | 1.2 | 1 | 1
Cc1oc(-c2cccc(Cl)c2)nc1CN1CCC(C(=O)NCc2ccco2)CC1 | 6 | 13 | 0.36 | 0.8 | 1.6 | 0.9 | 1.3 | 20 | -1
CCc1cc(C)cc(OCCNC(=O)c2cncc(Br)c2)c1 | 25 | 72* | 0.53 | 0.8 | 0.8 | 0.3 | . | 23 | 0

Further entries.
Compound | Mac1 fbg inh | CYP2C19 inh | PTK2B oligo ant | CYP2C9 act | PLAP act | CYP2C19 act | MT1-MMP txn act | CYP2C9 inh | CD11b adhes enh
COc1ccc(-n2nc(C(=O)O)c3ccccc3c2=O)cc1 | -1 | -10 | -0.9 | 1.2 | 0.9 | 1.1 | 1 | -23 | -3
CCn1c(=O)n(CC)c2cc(S(=O)(=O)N3CCc4ccccc43)ccc21 | 17 | 96* | -1.8 | 0.1 | 1.2 | 0 | 0.8 | 95* | 1
CCNC(=O)c1ccc(C2SCC(=O)N2Cc2ccco2)cc1 (centres undefined) | . | -10 | 0.59 | 1 | 1.2 | 1.1 | 1 | 2 | .
Cc1cc(=O)oc2cc(NC(=O)c3cc4ccccc4o3)ccc12 | -10 | 8 | . | 1.8 | 0.8 | 0.9 | . | -82 | 12
C=CCSc1nnc(-c2sc(-c3ccccc3)nc2C)n1C | -6 | 32 | -0.22 | 1.1 | 1.2 | 0.7 | . | -15 | 0
O=C(CSc1nnc(CNc2ccc(F)cc2)n1Cc1ccccc1)NCc1ccco1 | 1 | 54* | -0.74 | 0.5 | 1.4 | 0.5 | 1.3 | 53* | 2
CCOC(=O)c1c(C)[nH]c(O)c1C=Nc1ccc(C(F)(F)F)cc1 | . | 4 | 0.29 | 0.7 | 1.1 | 1 | . | 26 | .
O=C(NCc1cccnc1)c1cn(-c2ccccc2)nc1-c1cccs1 | 1 | 90* | -1.2 | 0 | 1.6 | 0.1 | 1.4 | 96* | -3
COc1cccc2c(=O)n(CC(=O)Nc3cccc(F)c3)ccc12 | -8 | 41 | . | 0.8 | 0.7 | 0.6 | 1.1 | 17 | 5

Screening results as filed in PubChem.
